Screening data (PubChem BioAssay)
TEAD-YAP inh: TEAD-YAP interaction inhibition, primary screen, TEAD-YAP interaction inhibitor project, luminescence, HEK-TIYL cells; TEAD-Gal4/YAP UAS-luciferase luminescence; inhibition, % at 9.12 µM; 640,000 compounds, 1.4% hits; AID 1259422, 2018; in the data active means inhibition above about 32%;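 further: 0% = median of test compound wells and 100% = reference inhibitor wells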
GPR151 activ: activators of human GPR151, primary screen, cell-based, PathHunter beta-arrestin, luminescence; PathHunter beta-arrestin GPR151 cells; activation, % at 11.2 µM; 650,000 compounds, 1% hits; in the data active means activation above about 4.9%;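 further: 0% = median of compound wells and 100% = cells with positive control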
Target sequence (Q8TDV0 whole entry, looked up): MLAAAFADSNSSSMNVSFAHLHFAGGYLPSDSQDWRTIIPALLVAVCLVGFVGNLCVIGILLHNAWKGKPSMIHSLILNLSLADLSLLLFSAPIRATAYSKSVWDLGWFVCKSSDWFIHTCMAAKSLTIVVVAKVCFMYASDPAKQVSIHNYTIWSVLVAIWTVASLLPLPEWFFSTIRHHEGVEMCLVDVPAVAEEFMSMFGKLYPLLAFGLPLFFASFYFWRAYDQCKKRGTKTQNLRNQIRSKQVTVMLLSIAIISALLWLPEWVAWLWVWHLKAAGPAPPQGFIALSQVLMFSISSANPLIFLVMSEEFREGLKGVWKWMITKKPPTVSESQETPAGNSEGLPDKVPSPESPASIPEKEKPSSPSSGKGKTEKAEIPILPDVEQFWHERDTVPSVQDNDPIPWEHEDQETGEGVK
FBW7 activator: FBW7 E3 ligase activators, primary screen, biochemical, AlphaScreen, human. AlphaScreen FBW7–phospho-cyclin E peptide binding, activator screen. normalized activity (activation), % at 26.1 µM. 650,000 compounds, 0.13% hits. F-box/WD repeat-containing protein 7 (Homo sapiens), Q969H0; in the data active means normalized activity above about 1.9%;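 further: purified mutant Fbw7 with reduced substrate affinity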
Target sequence (Q969H0 whole entry, looked up): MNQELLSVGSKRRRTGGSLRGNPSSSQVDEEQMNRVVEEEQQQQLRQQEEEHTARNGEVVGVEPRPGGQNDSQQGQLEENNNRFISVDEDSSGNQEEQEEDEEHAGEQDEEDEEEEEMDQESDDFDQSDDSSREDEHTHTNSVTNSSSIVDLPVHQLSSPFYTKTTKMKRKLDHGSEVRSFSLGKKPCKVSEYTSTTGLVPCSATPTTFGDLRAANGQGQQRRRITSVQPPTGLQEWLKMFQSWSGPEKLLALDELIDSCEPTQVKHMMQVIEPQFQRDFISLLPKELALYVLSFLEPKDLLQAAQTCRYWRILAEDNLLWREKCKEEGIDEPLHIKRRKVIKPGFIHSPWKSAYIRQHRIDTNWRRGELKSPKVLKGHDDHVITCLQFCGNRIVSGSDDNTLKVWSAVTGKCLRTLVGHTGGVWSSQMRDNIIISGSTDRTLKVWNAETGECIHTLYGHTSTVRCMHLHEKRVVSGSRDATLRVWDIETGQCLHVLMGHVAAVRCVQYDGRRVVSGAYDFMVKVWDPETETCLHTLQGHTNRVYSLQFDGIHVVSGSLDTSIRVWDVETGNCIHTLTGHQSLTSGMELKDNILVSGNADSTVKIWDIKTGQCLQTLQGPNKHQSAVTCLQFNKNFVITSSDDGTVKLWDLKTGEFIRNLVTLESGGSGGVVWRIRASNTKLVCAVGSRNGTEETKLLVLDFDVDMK
MITF primary: MITF inhibitors, primary screen, biochemical, AlphaScreen, human; Microphthalmia-associated transcription factor (Homo sapiens), O75030; AlphaScreen MITF homodimerization, bead proximity signal; inhibition, % at 2.6 µM; 650,000 compounds, 0.91% hits; in the data active means inhibition above about 50%;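 further: 0% = vehicle wells with protein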
Active calls of the source: *; / = no result given.

Start of the data: the first seven compounds (preview)
SMILES	TEAD-YAP inh	GPR151 activ	FBW7 activator	MITF primary
CC1CCC(NC(=O)C2CC3CCCN3C23C(=O)Nc2ccccc23)CC1 (centres undefined)	-6	-1.5	0.0	-2
Cn1c(C(=O)O)c(CC(=O)Nc2ccc(C(F)(F)F)cc2)c2ccccc21	13	1.2	0.1	6
Cc1cc(C(=O)NCc2ccco2)c2c(C)nn(-c3ccccc3)c2n1	5	1.3	0.2	-2
CSc1sc(C)cc1C(N)=O	2	-0.1	-0.1	-9
Cc1cc(C)n2nc(SCC(=O)Nc3sc4c(c3C#N)CCCC4)nc2n1	6	-1.1	0.0	9
CCCN(CC(=O)Nc1ccc(C(N)=O)cc1)S(=O)(=O)c1ccc(Cl)cc1	3	-1.0	0.1	-3
O=C(CN1C(=O)C(=O)N(Cc2ccco2)C1=O)NC12CC3CC(CC(C3)C1)C2	-11	0.9	-0.1	5

Results, from the start:
SMILES	TEAD-YAP inh	GPR151 activ	FBW7 activator	MITF primary
CC1CCC(NC(=O)C2CC3CCCN3C23C(=O)Nc2ccccc23)CC1 (centres undefined)	-6	-1.5	0.0	-2
Cn1c(C(=O)O)c(CC(=O)Nc2ccc(C(F)(F)F)cc2)c2ccccc21	13	1.2	0.1	6
Cc1cc(C(=O)NCc2ccco2)c2c(C)nn(-c3ccccc3)c2n1	5	1.3	0.2	-2
CSc1sc(C)cc1C(N)=O	2	-0.1	-0.1	-9
Cc1cc(C)n2nc(SCC(=O)Nc3sc4c(c3C#N)CCCC4)nc2n1	6	-1.1	0.0	9
CCCN(CC(=O)Nc1ccc(C(N)=O)cc1)S(=O)(=O)c1ccc(Cl)cc1	3	-1.0	0.1	-3
O=C(CN1C(=O)C(=O)N(Cc2ccco2)C1=O)NC12CC3CC(CC(C3)C1)C2	-11	0.9	-0.1	5
COc1ccccc1NC(=O)C1CC(=O)N(CCc2ccccc2)C(=Nc2ccc(F)cc2)S1 (centres undefined)	3	0.0	-0.1	10
Cc1ccc(NC(=O)Cn2cnc3c(cnn3-c3ccc(F)cc3)c2=O)c(C)c1	17	0.2	-0.4	4
CC1(C)CC(=O)C(SC(F)(F)F)C(=O)C1	-1	2.2	-0.1	2
Cc1nc(=O)c(-c2ccccc2)c(C)n1CCCO	0	-0.5	-0.3	6
CC(NC(=O)c1cc2c(s1)CS(=O)(=O)C2)C12CC3CC(CC(C3)C1)C2 (centres undefined)	-4	0.0	1.3	11
COc1ccc(O[C@H]2C=C[C@@H](c3ccccc3)O[C@@H]2CO)c(C(C)=O)c1	/	-0.4	0.0	4
Cc1ccc(C(=O)COC(=O)c2ccc(Br)o2)cc1	1	-0.3	0.8	14
O=S(=O)(c1ccccc1)N1CCCc2ccccc21	-3	3.1	-0.1	0
O=C(CSc1ncn[nH]1)Nc1ccc(S(=O)(=O)Nc2nccs2)cc1	-8	0.5	0.0	-8
O=C(O)Cc1nc(-c2cccnc2)sc1-c1ccc(Cl)cc1	5	-0.3	-0.1	3
Nc1nc(N2CCCCC2)nc(N2CCCCC2)n1	3	0.0	0.1	-2
COCCNC(=O)/C(C#N)=C/c1cn(CCOc2ccc(C)cc2)c2ccccc12	14	0.4	0.0	-4
COc1ccc(CN[C@H]2C[C@H]3C(=O)N4CCC[C@@H]4C(=O)N3C2)cc1	-18	-1.3	0.1	0
CN(CC(=O)NC1CC1)S(=O)(=O)c1ccccc1	-11	-0.6	0.1	14
COc1ccc(CCNc2ncnc3nc(-c4c(C)nn(C)c4C)[nH]c23)cc1	-2	0.7	0.1	13
COc1ccc(OC)c(CNC2C3CC4CC(C3)CC2C4)c1 (centres undefined)	5	-0.6	0.3	47
Cc1ccccc1N(C(=O)c1csnn1)C(C(=O)NC(C)(C)C)c1ccncc1 (centres undefined)	-4	0.2	0.0	3
CCCNc1nc(NCC)nc2c1ncn2CCN1CCCC1=O	1	2.7	0.4	10
Additional results follow.
SMILES	TEAD-YAP inh	GPR151 activ	FBW7 activator	MITF primary
CCOc1ccc2ccc(OCC)c(/C=C(\C#N)C(=O)NCc3ccco3)c2c1	-24	0.3	-0.4	-7
CC(C)(C)C1CCc2c(sc(NC(=O)c3cccc(Cl)c3)c2C(=O)N2CCCC2)C1 (centres undefined)	4	-0.3	0.0	4
CCOc1ccc(-n2c(=S)sc3c(=O)n(-c4ccc(C)cc4)c(SCC(=O)NCc4ccccc4)nc32)cc1	0	1.0	0.0	-6
Cc1ccc(Nc2c([N+](=O)[O-])c(=O)oc3ccccc23)cc1Cl	-18	-1.0	0.0	10
COc1ccc(/C=N/NC(=O)c2ccccc2O)cc1O	-20	2.4	-0.1	-7
COc1ccc(C(=O)Nc2cc(C#N)c3sc4ccccc4n3c2=O)cc1	2	-1.2	0.3	10
CCc1ccc(N2N=C(C)/C(=C/c3cccc([N+](=O)[O-])c3)C2=O)cc1	9	-0.6	-0.5	-3
CC(C)C(C(=O)Nc1ccc(C(N)=O)cc1)N1C(=O)c2ccccc2C1=O (centres undefined)	3	0.4	0.1	-8
Cc1ccnc(NC(=O)Nc2sc3nc4n(c(=O)c3c2C)CCC(C)CC4)c1 (centres undefined)	6	0.2	0.1	-6
Cc1ccn(-c2ccc(N3CCN(C(=O)c4ccc(Cl)cc4)CC3)nn2)n1	-14	2.9	0.4	-9
O=C(C1CCCN1c1nnc(N2CCCC2=O)s1)N1CCN(c2ccccc2F)CC1 (centres undefined)	0	0.5	-0.8	-11
CN1CCN(C(=O)C2CCN(S(=O)(=O)c3ccc4[nH]c(=O)ccc4c3)CC2)CC1	-9	4.0	-0.3	-4
CCN1CCN(C(=O)CCS(=O)(=O)c2ccc3c(c2)n(C)c(=O)c(=O)n3C)CC1	2	0.0	0.0	3
CCOC(=O)N1CCN(c2c(NCCCN(CC)c3cccc(C)c3)c(=O)c2=O)CC1	6	0.6	-0.1	68*
COc1ccc(N/C=C\C(=O)c2ccc3ccccc3c2)cc1	-12	1.6	0.1	7
c1csc(-c2nc3nc4ccccc4n3[nH]2)c1	25	-3.8	0.1	1
CCn1c(=NC(=O)c2ccccc2S(C)(=O)=O)sc2cc([N+](=O)[O-])ccc21	-30	1.9	0.0	2
COc1cc(C(=O)Nc2ccnc3c2c(=O)n(C)c(=O)n3C)cc(OC)c1OC	-8	-0.4	0.0	10
O=C(CCC1CCN(C(=O)c2cnsn2)CC1)NCC1CCCO1 (centres undefined)	3	1.7	0.1	14
Cc1cc(C)nc(NS(=O)(=O)c2ccc(NC(=O)c3cc(Cl)cc(Cl)c3)cc2)n1	4	0.9	0.0	1
Clc1ccc(-n2ncc3c(N4CCCCC4)ncnc32)cc1	96*	-1.0	0.1	-10
Cc1cc2c(cc1C)NC(c1c(F)cccc1Cl)C1=C(CC(C)(C)CC1=O)N2 (centres undefined)	9	-0.7	-0.2	34
COc1ccc(C(=O)Nc2c3c(nn2-c2ccc(OC)cc2)CSC3)cc1	5	0.3	-0.1	2
CC(NC(=O)c1ccc(N2CCC(NCc3ccco3)CC2)cc1)c1ccccc1 (centres undefined)	0	-0.8	-0.1	4
Cc1ccc(Cl)cc1N(Cc1ccc(C(=O)NCc2ccccn2)cc1)S(=O)(=O)c1ccccc1	-1	0.6	-0.2	6
(cont.)
SMILES	TEAD-YAP inh	GPR151 activ	FBW7 activator	MITF primary
COc1ccc(-c2csc(Nc3ncccn3)n2)cc1OC	-48	-0.3	0.1	-1
CSc1sc(C)cc1/C=N/NC(=O)C(NC(=O)c1ccccc1)=C(C)C	-18	-0.1	0.4	16
Cc1ccc2oc(-c3cccc(NC(=O)COc4ccc(Br)cc4)c3C)nc2c1	-7	-0.1	0.0	1
Cn1c(CC(=O)NNC(=O)CNC(=O)c2ccc(Br)o2)nc2ccccc21	-3	-2.0	-0.5	-2
COC(=O)NCC(c1ccco1)N1CCN(c2ccccc2)CC1 (centres undefined)	2	3.2	-0.1	-12
COc1ccc(CC(=O)N2CCn3c(nnc3C3CC3)C2)cc1OC	-14	-0.9	-0.2	-2
CCOc1ccccc1N(CC(=O)N1CCCCC1)S(C)(=O)=O	8	0.5	0.3	12
c1ccc(CCNc2cc(-c3ccccn3)nc(-c3ccncc3)n2)cc1	8	0.8	-0.1	-1
Cc1c(C(=O)O)sc2nc(SCC(=O)NCc3ccccc3)[nH]c(=O)c12	-1	-1.1	-0.1	-13
Cc1ccc(-c2nnc3sc(NC(=O)COc4ccccc4)nn23)cc1	2	1.4	0.6	7
CCC(Cc1ccccc1)n1c(SCc2cc(=O)n3cc(Cl)ccc3n2)nc2ccccc2c1=O (centres undefined)	-4	-1.6	0.0	-1
CCOC(=O)CC(NC(=O)c1ccc(OCC)cc1)c1ccccc1Cl (centres undefined)	-3	-0.4	0.6	2
Cc1cc(C)n2ncc(C(=O)Nc3cccc(Cl)c3Cl)c2n1	-7	-0.7	0.3	18
Cc1cc(C)nc(SCc2cnc(C)nc2N)n1	6	1.2	0.1	5
O=C(CSc1nnnn1-c1ccccc1)c1cc2ccccc2oc1=O	0	-1.6	-0.1	-18
Cc1cc(C(=O)NNC(=O)CC23CC4CC(CC(C4)C2)C3)c(C)n1-c1ccccc1	7	2.3	-0.1	-5
Cc1ccc(CCNC(=O)Cn2ncc3c(=O)oc4ccccc4c32)cc1	-6	0.5	0.1	11
Cc1nn(C(C)C)c(C)c1CN1CCN(CC(C)C)C(CCO)C1 (centres undefined)	9	-1.7	0.0	-10
O=c1[nH]c2ccccc2c(=O)n1CCCO	3	1.0	-0.1	5
COc1ccccc1N1CCN(C(=O)CN(c2cccc(Cl)c2C)S(C)(=O)=O)CC1	1	4.1	0.3	18
Nc1ccc2nn(-c3ccccc3)nc2c1	-35	0.5	-0.1	1
Cc1cc(O)cc(=O)n1Cc1ccc2c(c1)OCO2	-4	-0.2	-0.1	3
O=C1NC2=C(C(=O)N(CCN3CCCC3)C2)C(c2ccc(Cl)c(Cl)c2)N1 (centres undefined)	-1	1.5	-0.1	8
COc1ccc(S(=O)(=O)Nc2cc(C(N)=O)cc(C(N)=O)c2)cc1	-3	-0.2	0.0	23
Cc1c(C(=O)N2CCOCC2)oc2c1-c1nn(CC(=O)NC(C)C)cc1CC2	3	-0.2	0.9	2

Exported with two lines to a compound: entries from further up
Results follow in this order: TEAD-YAP inh, GPR151 activ, FBW7 activator, MITF primary
- Cc1nn(C(C)C)c(C)c1CN1CCN(CC(C)C)C(CCO)C1 (centres undefined)
  9, -1.7, 0.0, -10
- COc1ccc(-c2csc(Nc3ncccn3)n2)cc1OC
  -48, -0.3, 0.1, -1

Continuation:
SMILES	TEAD-YAP inh	GPR151 activ	FBW7 activator	MITF primary
C/C(N)=C(/C#N)C(=O)CSc1nnc(-c2cc(-c3cccs3)nc3ccccc23)o1	5	1.0	0.1	-2
c1ccc(CCNc2nccc(Nc3ccncn3)n2)cc1	-20	0.6	0.2	-8
O=C(NCCc1ccc(Cl)cc1)c1cc(S(=O)(=O)N2CCCCC2)ccc1F	-14	1.5	0.0	10
COc1ccc(C2CC(=O)C3=C(C2)Nc2ccccc2NC3c2ccc(Cl)c([N+](=O)[O-])c2)cc1 (centres undefined)	-3	0.9	0.2	9
c1ccc2[nH]c(SCCN3CCCCC3)nc2c1	11	1.2	0.1	-1
CC1=NN(c2cccc(C(=O)O)c2)C(=O)/C1=C\c1ccc(C)cc1	-1	-1.9	0.1	15
CCCCN(CC)CCNC(=O)CCS(=O)(=O)c1cccc2nonc12	-1	-1.3	-0.1	-2
CC(C)NC(=O)c1c(-c2ccccc2)nc2ccccn12	-5	-1.0	0.3	11
CCCCOc1ccc(C(=O)Nc2ccc3nc(SCC(=O)Nc4ccc(C(C)=O)cc4)sc3c2)cc1	-11	-0.8	0.2	4
COCCNc1nc2c(c(=O)n(C)c(=O)n2C)n1Cc1c(Cl)cccc1Cl	0	1.7	0.0	3
CCCCCCCc1c(O)nc(SCCN(CCC)CCC)[nH]c1=O	2	-0.2	-0.1	-4
Cc1cccc(C)c1OCC(=O)N/N=C/c1cc([N+](=O)[O-])cc([N+](=O)[O-])c1O	-9	0.5	0.0	0
O=C(CCCOc1ccccc1)NCC1CCCO1 (centres undefined)	-4	-0.9	0.1	5
Cc1cc(N2CCCCC2)nc(NCCNC(=O)c2ccco2)n1	41*	1.5	-0.1	-8
Cc1cc(NC2CC2)nc(Nc2ccc3ncccc3c2)n1	-61	2.5	0.3	20
O=C(CNS(=O)(=O)Cc1ccccc1Cl)N1CCOC(c2ccccc2)C1 (centres undefined)	11	-0.8	0.7	18
CCC(C)n1c(SCC(=O)NCCc2ccc(OC)c(OC)c2)nc2ccsc2c1=O (centres undefined)	9	-1.4	0.0	-20
Cn1c(=O)c2c(nc(N3CCCCC3)n2CC(O)CCl)n(C)c1=O (centres undefined)	9	3.6	-0.2	-5
Cc1cc(F)c(F)c(C(=O)Nc2cccc(F)c2)c1	-27	-4.4	0.1	-6
Cc1cc(NC(=O)COc2ccc3c(c2)CCC3)no1	-39	0.5	0.2	4
CNCCOc1cc(-c2cn[nH]c2)ccc1NC(=O)C1COc2ccc(F)cc2C1 (centres undefined)	3	-1.2	0.0	6
CCC(C)(C)NS(=O)(=O)c1ccc(S(=O)(=O)NC2CC2)cc1	4	0.1	0.0	5
O=C(NCC(c1ccco1)N1CCc2ccccc2C1)c1ccc([N+](=O)[O-])cc1Cl (centres undefined)	-5	0.8	-0.2	10

Results in MITF primary and GPR151 activ, for some of the entries so far:
| compound | MITF primary | GPR151 activ |
| --- | --- | --- |
| COc1ccc(-c2csc(Nc3ncccn3)n2)cc1OC | -1 | -0.3 |
| CSc1sc(C)cc1/C=N/NC(=O)C(NC(=O)c1ccccc1)=C(C)C | 16 | -0.1 |
| Cc1ccc2oc(-c3cccc(NC(=O)COc4ccc(Br)cc4)c3C)nc2c1 | 1 | -0.1 |
